Assay outcomes (PubChem)
STEP block: inhibitors of human striatal-enriched phosphatase STEP; AID 588621; recombinant STEP, OMFP fluorogenic substrate, fluorescence; inhibition, % at 20 µM; hit rate 0.25% among 360,000;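 active means inhibition at 20 µM, scaled per plate between control wells, above about 37%, limit read from the data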;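 further: 0% = DMSO with enzyme and substrate and 100% = substrate only without enzyme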
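Material: STEP (striatal-enriched tyrosine phosphatase) enzyme, cell-free; Compound dosing: 20 µM single dose in 1% DMSO; Technique: fluorescence read at 480 nm ex / 540 nm em; Times: reaction 20 min, ambient temperature; Medium: 50 mM Bis-Tris pH 6.0 with 2.5 mM DTT and 0.005% Tween 20; Also added: OMFP at 25 µM.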
bovine MsrA act: bovine methionine sulfoxide reductase A activation | purified bovine MsrA, absorbance read-out | activation, % at 10.6 µM | hit rate 0.3% among 360,000 | AID 602163; in the data active means activation above about 7.5%;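 further: 0% = vehicle and 100% = reference activator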
NRP1-CendR mod: alters CendR peptide binding to human NRP-1 | O14786 | FAM-RPARPAR peptide binding to NRP-1, fluorescence polarization | inhibition, % at 25 µM | hit rate 0.85% among 360,000;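 active means inhibition or corrected inhibition above about 18%, plus a signal ratio from 0.5 to 1.5, limit read from the data, passing the limit was not always enough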; further: strong numbers were not always called active
DNMT1 block: inhibitors of human DNMT1; P26358; DNMT1 molecular beacon, Hinp1I cleavage, fluorescence; inhibition (reported as % activation of signal), % at 10 µM; hit rate 0.83% among 360,000; AID 588458; in the data active means inhibition above about 50%
eLon inh: inhibitors of E. coli Lon protease; P0A9M0; inhibition, % at 7.94 µM; purified E. coli Lon protease, fluorescence polarization; hit rate 0.42% among 360,000; in the data active means inhibition above about 13%, passing the limit was not always enough;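 further: 0% = enzyme with probe and DMSO and 100% = no enzyme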
Target sequence (P0A9M0 whole entry, looked up): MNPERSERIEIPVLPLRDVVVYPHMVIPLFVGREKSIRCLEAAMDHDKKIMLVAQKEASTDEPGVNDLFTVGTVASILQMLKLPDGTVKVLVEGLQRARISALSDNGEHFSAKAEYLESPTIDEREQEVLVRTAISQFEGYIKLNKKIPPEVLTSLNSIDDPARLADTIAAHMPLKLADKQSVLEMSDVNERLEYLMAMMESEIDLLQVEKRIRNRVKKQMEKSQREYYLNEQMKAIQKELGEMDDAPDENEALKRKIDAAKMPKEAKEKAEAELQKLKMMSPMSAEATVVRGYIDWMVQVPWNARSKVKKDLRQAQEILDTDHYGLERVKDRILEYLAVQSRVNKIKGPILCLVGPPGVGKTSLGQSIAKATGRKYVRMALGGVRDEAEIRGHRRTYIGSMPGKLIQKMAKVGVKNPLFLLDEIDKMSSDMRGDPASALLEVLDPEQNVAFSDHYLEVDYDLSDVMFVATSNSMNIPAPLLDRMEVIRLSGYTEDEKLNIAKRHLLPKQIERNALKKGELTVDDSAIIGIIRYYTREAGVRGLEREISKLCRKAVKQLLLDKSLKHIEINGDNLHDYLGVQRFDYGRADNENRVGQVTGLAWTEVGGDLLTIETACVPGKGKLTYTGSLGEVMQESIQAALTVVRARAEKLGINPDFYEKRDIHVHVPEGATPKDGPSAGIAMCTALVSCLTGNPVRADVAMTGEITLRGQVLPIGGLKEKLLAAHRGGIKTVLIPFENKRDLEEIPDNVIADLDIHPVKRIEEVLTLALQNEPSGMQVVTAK
TbMetRS inhib: blocks T. brucei methionyl-tRNA synthetase activity; purified T. brucei MetRS, ATP depletion, Kinase-Glo luminescence; inhibition, % at 11.9 µM; hit rate 0.4% among 360,000; AID 624268;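 active means inhibition above a per-plate cutoff of the control wells' mean inhibition plus 3 SD, cut at about 5.5% in these data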;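 further: 0% = DMSO wells median and 100% = median of wells with control inhibitor compound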
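Dosing: 11.9 µM single point; system: parasite MetRS enzyme; technique: luminescence of leftover ATP; times: 15 min enzyme-compound preincubation, 2 h reaction, 10 min detection, 25 °C; replicates: each compound tested once; read-out basis: percent inhibition relative to median high and low control wells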
SUMO1-SIM PPI: alters human SUMO1 binding to SIM partners; P63165; SUMO1 binding to a labelled peptide, TR-FRET, 1 h; inhibition, % at 20 µM; hit rate 0.33% among 360,000; in the data active means inhibition above about 37%
Target sequence (P63165 whole entry, looked up): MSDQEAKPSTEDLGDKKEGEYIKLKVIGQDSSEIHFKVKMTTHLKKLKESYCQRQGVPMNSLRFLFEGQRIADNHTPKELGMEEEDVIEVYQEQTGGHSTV
MsrA inh: inhibits bovine methionine sulfoxide reductase A. inhibition, % at 15.5 µM. hit rate 0.75% among 360,000. purified bovine MsrA, absorbance read-out; in the data active means inhibition above about 4.5%;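 further: 0% = vehicle wells with enzyme and 100% = reference inhibitor wells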
LMPTP inh: LMPTP (human) inhibition | P24666 | recombinant LMPTP-A, OMFP fluorogenic substrate, fluorescence intensity | inhibition, % at 20 µM | hit rate 0.22% among 360,000 | AID 651560;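 active means compounds that cut the enzyme signal by at least half of the control window in the single-dose screen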;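 further: plate controls were DMSO wells with enzyme plus substrate for no effect and substrate without enzyme for full effect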
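Test system – LMPTP-A phosphatase enzyme · Quantity – 0.625 nM LMPTP-A final · Reagent – OMFP substrate, 400 µM final · Dosing – one test concentration per compound, 20 µM, with 3% DMSO overall · Timing – 50 min enzyme reaction at room temperature, protected from light · Detection – fluorescence intensity · Controls – substrate-only low control, DMSO enzyme-plus-substrate high control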
Scp1 inh: blocks human Scp-1 phosphatase activity | hit rate 0.88% among 340,000 | inhibition, % at 20 µM | Q9GZU7 | Recombinant Scp1, phosphopeptide, malachite green phosphate absorbance;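 active means inhibition above about 50% at 20 µM, limit read from the data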;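 further: plate controls were DMSO wells with enzyme for no effect and wells lacking enzyme for full effect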
Target sequence (Q9GZU7 76-261 limits assumed): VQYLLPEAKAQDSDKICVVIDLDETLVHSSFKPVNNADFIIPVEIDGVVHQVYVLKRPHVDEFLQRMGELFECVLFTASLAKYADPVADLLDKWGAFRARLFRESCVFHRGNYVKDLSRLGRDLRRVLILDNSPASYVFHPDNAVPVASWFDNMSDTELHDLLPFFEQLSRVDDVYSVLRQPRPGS
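Test system – truncated SCP-1 phosphatase (76-261aa) · Reagent – Phosphorylated 17-residue peptide substrate · Incubation – 45 min room-temperature reaction, 5 min colour, 30 min stabiliser · Detection – colorimetric phosphate reagent with accelerator and stabiliser, absorbance at 630 nm · Measure – % inhibition at 20 µM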
Starred values were filed as active, the others as inactive; · = no result given.

SMILES	STEP block	bovine MsrA act	NRP1-CendR mod	DNMT1 block	eLon inh	TbMetRS inhib	SUMO1-SIM PPI	MsrA inh	LMPTP inh	Scp1 inh
O=C(O)CC(NS(=O)(=O)Cc1ccccc1)c1cccc([N+](=O)[O-])c1 (centres undefined)	0	-2	4	0	-16	-0.2	-4	-0.3	-1.4	-6
O=C(CNC(=O)c1nn(Cc2ccccc2)c(=O)c2ccccc12)Nc1ccc(F)c(F)c1F	3	-6	5	18	-4	-0.2	-13	0.7	-0.7	-12
COc1ccc(NC(=S)NCCc2c[nH]c3ccccc23)c(OC)c1	0	1	-11	-3	0	0.0	5	-0.3	-0.5	-8
N#CC1=C(S)N(c2ccccc2)C(c2cccs2)NC1=O (centres undefined)	3	-2	-11	3	-3	0.5	0	0.5	-1.3	-5
O=C(CSc1nc(CCC2CCCC2)nc2ccccc12)NCc1ccc2c(c1)OCO2	4	-3	-6	37	2	0.3	1	-0.8	1.8	-4
O=C(CCCN1C(=O)c2ccccc2C1=O)NCCc1ccc(OC(F)F)cc1	-1	-2	5	1	-4	-0.2	-4	0.3	0.0	-3
O=C(C1CC(c2ccc(F)cc2)=NO1)N1CCN(Cc2ccccc2)CC1 (centres undefined)	-2	0	-12	1	0	-0.6	-1	-1.2	-0.6	-4
NC(=O)c1ccc(NC(=O)COC(=O)c2ccccc2SCC(=O)N2CCCC2)cc1	-2	-9	-2	6	4	-0.3	-1	-1.0	-2.0	·
NC(=O)c1ccc(NC(=O)COC(=O)c2cccc(Oc3ccccc3)c2)cc1	-2	-4	0	17	-11	0.2	2	-0.3	0.0	-7
COc1ccc(Nc2nc(Nc3ccc(OC)cc3OC)nc(N3CCN(C)CC3)n2)c(OC)c1	7	-1	-2	-5	-20	-1.0	3	-0.8	-0.2	-4
COc1ccc(-c2nnn(CC(=O)N3CCN(c4ccc(F)cc4)CC3)n2)cc1	2	-2	3	15	4	-0.8	6	0.9	-1.3	-12
NC(Cc1ccc(C(F)(F)F)cc1)c1csc(Nc2ncccn2)n1 (centres undefined)	-1	-1	-3	-2	-7	-0.1	-7	-0.6	-1.5	·
CC[C@@H](C)C(N)c1cn([C@@H](CCC(=O)O)C(=O)N2CCNCC2)nn1 (some centres undefined)	1	-10	-2	3	-5	-0.3	-3	-0.6	-4.6	2
Cc1sc2nc(CN3CCCCC3)nc(N3CCN(C(=O)c4ccco4)CC3)c2c1C	0	-3	3	-1	0	-0.2	0	0.3	6.1	-1
COc1ccc(Nc2nc(NCC3CCCO3)c3ccccc3n2)c(OC)c1 (centres undefined)	-1	-1	-6	1	11	0.3	-5	-0.3	22	-3
COc1ccc(C(=O)CC(=O)C(=O)Nc2ccccc2OC)cc1	2	-1	-4	-1	-11	-0.8	-10	1.3	2.2	-13
CCCCCCOc1ccc(N2C(=O)CC(NCc3ccc(S(N)(=O)=O)cc3)C2=O)cc1 (centres undefined)	1	-2	2	4	-1	0.3	0	0.3	-1.9	1
Cc1ccc(S(=O)(=O)N(Cc2cccc(F)c2)C(=O)N2CCN(C)CC2)cc1	0	-4	-2	2	3	-0.3	-1	·	-1.8	-7
COC(=O)CSc1nnc(-c2sc3cc(OC)ccc3c2Cl)n1C	-2	-11	4	2	7	-1.8	-2	-1.1	1.5	-9
COc1ccccc1N1CCN(CC(O)COc2ccc(C)cc2C)CC1 (centres undefined)	-1	-2	-7	-1	0	-0.2	5	-0.5	-1.5	-10
O=C(Nc1cccnc1)C1CC(c2ccccc2O)=NO1 (centres undefined)	0	-3	2	0	-4	-0.1	1	0.3	0.0	-12
O=C1NC(=O)/C(=C/c2cccc([N+](=O)[O-])c2)N1	-2	-10	-4	-2	10	-1.3	-31	2.3	-2.5	-1
Cc1nnc(-c2ccc(Cl)cc2)[nH]c1=O	0	-2	7	-5	1	0.1	-3	1.7	-1.5	3
CCCCNC(=O)CCn1c(=O)c2ccccc2n(CC(=O)Nc2ccccc2OCC)c1=O	0	-6	2	5	2	-1.3	-4	-0.4	-2.0	-7
Cn1nc(C(C)(C)C)c([N+](=O)[O-])c1C(N)=O	-2	-3	-2	-2	9	-0.4	1	-0.9	0.4	-1
CC1CN(C(=O)CCC(=O)NCc2cccnc2)c2ccccc2O1 (centres undefined)	1	0	-2	-1	-1	0.4	-3	0.3	-2.8	-4
CCc1ccc(CNC(=O)CCS(=O)(=O)Cc2ccccc2F)cc1	0	-13	-5	1	1	-1.3	4	0.0	-1.5	17
NC(=O)C1CCN(C(=O)C(Cc2ccccc2)NC(=O)c2ccccc2)CC1 (centres undefined)	0	-7	-6	3	-4	-0.2	1	1.0	-1.0	-1
COc1ccc(CCNC(=O)CNS(=O)(=O)c2ccc(Br)cc2)cc1	0	-3	9	0	-12	-0.4	-4	1.0	-0.4	-7
CCn1c(N)c(C(=O)COC(=O)CCc2nc3ccccc3c(=O)[nH]2)c(=O)[nH]c1=O	2	1	8	6	-12	-0.2	1	-0.6	0.1	3
Cc1ccccc1N1CCN(S(=O)(=O)c2ccc3oc(=O)ccc3c2)CC1	0	-1	5	-1	-13	-0.1	-1	0.1	1.6	-7
O=C(NC12CC3CC(CC(C3)C1)C2)c1cccnc1Cl	0	-2	1	-7	5	-0.6	-5	-1.5	0.4	-2
COc1ccc(Nc2nc(N)nc(C(F)(F)F)n2)c(OC)c1	-1	-2	0	-2	-2	-0.2	-4	0.2	-1.1	-2
CCOC(=O)c1c(C)n(C)c2ccc(OC(C)=O)cc12	0	3	-2	5	-3	-0.9	2	-0.8	0.0	-4
COC(=O)c1sccc1NC(=O)Nc1cc(C)ccc1OC	-1	-7	-4	4	-3	0.0	-1	0.5	1.0	-5
CCCCCCSc1ccc([C@H]2N[C@@](Cc3ccccc3)(C(=O)OC)[C@H]3C(=O)N(CC)C(=O)[C@@H]23)cc1	1	-3	-5	-12	-8	-0.2	3	-1.1	4.0	-7
CCC(=O)N(Cc1cc(=O)[nH]c2ccccc12)c1ccc(C)cc1	4	4	-9	0	-8	-0.2	4	2.2	0.8	3
CC(=O)Nc1ccc2c(c1)OCO2	6	-4	15	-3	-1	-0.8	2	1.2	-1.3	-10
COc1cc(NS(=O)(=O)c2ccc(NC(=S)NC(=O)CC(C)C)cc2)nc(OC)n1	-5	-4	8	3	-9	0.2	5	-1.5	-0.4	2
Cn1c(=O)c2c(ncn2CC(=O)N/N=C/C(Cl)=C/c2ccccc2)n(C)c1=O	2	-4	-5	1	-9	-0.3	-12	0.0	-0.4	0
O=C(CNS(=O)(=O)c1ccc(Br)cc1)Nc1ccc2c(c1)OCCO2	-2	-3	2	2	3	0.4	-3	2.0	0.8	-8
COc1ccc(C(=O)OCCN=C2NS(=O)(=O)c3ccccc32)cc1OC	0	0	-2	-4	10	-0.3	-1	-0.6	-0.3	-6
CCOC(=O)N1CCN(C(=O)CS(=O)(=O)Cc2nc(-c3cccc(OC)c3)oc2C)CC1	2	-3	10	2	0	0.7	-7	-0.4	-1.4	-3
Cc1ccc(C(=O)NCCc2ccc(S(N)(=O)=O)cc2)o1	-1	-4	-2	5	1	0.4	-1	-0.2	-2.0	-7
CCCc1nc2ccccc2c(=O)n1/N=C/c1ccc(O)cc1O	0	-3	-3	-2	6	0.1	5	2.4	-0.2	-7
COc1ccc2nc(C(c3ccc(C)cc3)n3c(-c4ccccc4Br)nc4ccccc43)[nH]c2c1 (centres undefined)	-3	0	-57	-6	7	-0.6	-2	0.8	-0.5	·
CCCCOCCCNc1ncnc2c1[nH]c1ccccc12	2	-6	-9	-8	0	93*	5	1.3	-4.5	2
CCOC(=O)c1sc2nc3c(SCCC#N)cc(C(=O)c4cc(F)ccc4O)cn3c(=O)c2c1C	4	-4	-78	-5	-22	0.0	9	-1.8	-0.1	-27
Cc1ccc(NC(=O)CC2SC(=NCC3CCCO3)NC2=O)cc1Cl (centres undefined)	-2	-5	3	-3	-9	-0.9	12	1.0	-1.7	0
O=C(O)c1cc(Cl)c(Cl)cc1C(=O)N(Cc1ccccc1)Cc1ccccc1	0	1	14	-1	-15	-1.1	7	0.9	-0.3	37
CCOC(=O)c1ccccc1NC(=O)CSc1nc2ccccc2c(=O)n1CCCN1CCOCC1	-1	-1	-3	-1	6	-0.2	5	-0.9	0.2	2
COc1cc(OCc2ccccc2)c(C(=O)/C=C/c2ccc3c(c2)OCO3)c(OC)c1OC	1	-3	-16	3	-5	-0.3	-11	1.5	3.6	-20
COCCCNC(=O)Cn1c(=O)n(Cc2ccc(C(=O)NCCc3ccc(OC)c(OC)c3)cc2)c(=O)c2ccccc21	0	-2	-2	-1	4	-0.2	-4	0.6	-1.3	-7
CC(OC(=O)c1ccc(F)c(S(=O)(=O)N2CCOCC2)c1)C(=O)NCC1CCCCC1 (centres undefined)	-2	-12	-1	3	5	-0.4	-23	0.5	0.0	1
COCCCNC(=O)CCS(=O)(=O)Cc1ccc(C)cc1	-9	-2	9	3	-2	-0.2	2	-0.7	-1.4	-7
O=C(NCc1ccco1)c1ccc(COc2cc(Cl)ccc2Cl)cc1	-1	-4	-5	-5	-2	4.3	-1	-0.1	3.0	-5
O=C(O)C[C@@H](CNC(=O)COc1ccc2ccc(=O)oc2c1)c1ccc(Cl)cc1	0	-2	11	1	-8	0.0	0	1.3	-1.9	-5
O=C(c1ccccc1F)N1CCN(c2cccc(C(F)(F)F)c2)CC1	-2	-6	-6	-2	-6	-1.1	1	-0.9	0.8	3
C#CCN1C(=O)C(O)(CC(=O)c2cccc(OC)c2)c2ccccc21 (centres undefined)	-1	-2	12	2	5	-0.4	-1	-0.1	-1.1	-2
COc1ccc(OCCOC(=O)CCS(=O)(=O)c2ccc(C)cc2)cc1	2	-5	5	2	7	-0.5	0	-0.1	-1.0	-6

Rewritten in CSV form: entries from further up
SMILES,STEP block,bovine MsrA act,NRP1-CendR mod,DNMT1 block,eLon inh,TbMetRS inhib,SUMO1-SIM PPI,MsrA inh,LMPTP inh,Scp1 inh
COc1ccc2nc(C(c3ccc(C)cc3)n3c(-c4ccccc4Br)nc4ccccc43)[nH]c2c1 (centres undefined),-3,0,-57,-6,7,-0.6,-2,0.8,-0.5,·
O=C(c1ccccc1F)N1CCN(c2cccc(C(F)(F)F)c2)CC1,-2,-6,-6,-2,-6,-1.1,1,-0.9,0.8,3
O=C(NCc1ccco1)c1ccc(COc2cc(Cl)ccc2Cl)cc1,-1,-4,-5,-5,-2,4.3,-1,-0.1,3.0,-5
C#CCN1C(=O)C(O)(CC(=O)c2cccc(OC)c2)c2ccccc21 (centres undefined),-1,-2,12,2,5,-0.4,-1,-0.1,-1.1,-2
